Assay outcomes deposited in PubChem by NCI.
Growth percent in the NCI-60 one-dose screen (48 h, 10 µM unless noted): 100 = growth as untreated, 0 = no growth, -100 = all killed.
SN12C: SN12C renal cancer cells; actives 3.8% (n = 81,000); AID 1794767
ACHN: ACHN renal cancer. actives 4.9% (n = 81,000). AID 1794771
786-0: 786-0 renal cancer cells; actives 5.1% (n = 81,000)
CAKI-1: CAKI-1 renal cancer; actives 4.7% (n = 75,000)
UO-31: UO-31 renal cancer; actives 5.2% (n = 81,000); AID 1794768
A498: A498 renal cancer cells; AID 1794774; actives 5.4% (n = 76,000)
TK-10: TK-10 renal cancer cells; actives 3.9% (n = 81,000); AID 1794769
RXF 393: RXF 393 renal cancer cells. AID 1794773. actives 6.9% (n = 77,000)
DU-145: DU-145 prostate cancer | AID 1794760 | actives 4.2% (n = 81,000)
The depositor's hits bear a star; . = no result given; & = joins results of further samples. How the source made its calls: active means growth percent below 10; inactive means the rest.

SMILES	SN12C	ACHN	786-0	CAKI-1	UO-31	A498	TK-10	RXF 393	DU-145
O=C(Nc1ccc(N2CCNCC2)cn1)c1[nH]ncc1Nc1ncnc2sc3c(c12)CCC3	54	-76*	-85*	54	73	70	95	19	-52*
COc1cc(-c2nc3ccccn3c2N)ccc1O	105	104	104	85	109	90	102	105	121
Cc1ccc(S(=O)(=O)Nc2ccc3c(c2)C(=O)c2ccccc2-3)cc1	90	100	103	90	79	.	117	103	105
Nc1cc(Nc2ccc(Br)cc2)nc(N)n1	100	99	97	70	102	102	106	93	109
CCOC(=O)/C=c1\sc2n(c1=O)C1C(NN=2)N(C)C(=O)N1C (stereo not given)	102	102	94	.	86	88	91	.	107
COc1cc(OC)c2sc(-c3ccc(-n4cncc4-c4ccc(OC)c(OC)c4)cc3)nc2c1	72	39	75	8.8*	25	56	72	12	-4.8*
COc1ccc(C2CC(c3cccc(Nc4ccnc5cc(Cl)ccc45)c3)=NN2c2ccc(Cl)cc2)cc1 (stereo not given)	90	50	74	1.9*	50	50	94	105	79
O=C1CC(=O)N(c2cn3c(-c4ccc(Cl)cc4)csc3n2)N1	88	102	96	79	111	75	95	112	105
O=C1C(Cl)C(c2ccccc2Br)N1n1cnnc1 (stereo not given)	96	94	94	88	83	104	97	100	102
C#CCOc1ccc(/C=N\Nc2nc(-c3ccc(C)cc3)cs2)cc1OC	89	103	99	115	78	81	166	.	85
COc1ccc(Nc2ccc(N)cc2)cc1	100	102	106	90	76	103	120	101	112
COCC1OC(OC2(COC)OC(COC)C(OC)C2OC)C(OC)C(OC)C1OC (stereo not given)	98	96	.	120	.	95	104	106	115
Cc1ccc(S(=O)(=O)CCCl)cc1	99	98	108	117	74	95	97	100	112
O=C(NN1C(=O)CSC1c1ccc(Cl)cc1)c1cccnc1 (stereo not given)	131	113	92	98	72	.	107	.	52
COC(=O)/C=C1/SC(=Nc2cccc(Cl)c2)N(CCc2c[nH]c3ccc(O)cc23)C1=O	10	16	19	37	18	80	89	11	14
CCOP(=O)(OCC)c1nc(-c2ccccc2)oc1NCc1ccccc1Cl	95	101	101	82	70	72	100	107	108
COc1ccc(S(=O)(=O)NCCCNc2nccc(-c3c(-c4ccc(F)cc4)nc4sccn34)n2)cc1	60	36	72	39	22	59	60	68	59
COP(=O)(OC)C(c1ccc(O)cc1)(c1ccc(O)cc1)c1ccc(O)cc1	105	103	82	95	.	99	124	67	105
O=C(NO)c1ccc(C(=O)NO)c(Br)c1	104	99	107	95	85	.	118	105	99
O=S(=O)(O)c1ccc(N/N=C/c2ccc(Cl)c(Cl)c2)cc1	108	104	106	103	85	115	111	108	118
CN(C)Cc1c(-c2ccccc2)oc(-c2ccccc2)c1Cl	97	104	100	87	78	93	129	113	113
COc1ccc(-c2nnc(SCC(=O)Nc3nc(-c4ccccc4)cs3)o2)cc1	91	93	96	85	80	102	112	87	105
COc1ccc(Oc2nc(Nc3ccc(N4CCOCC4)nc3)ncc2NC(N)=O)cc1	103	98	96	92	83	101	94	106	114
CCOC(=O)OC1CCCC(OC(=O)OCC)C1 (stereo not given)	104	94	97	95	85	106	95	110	110
CCc1c(Nc2ccc(Cl)c(Cl)c2)nc(N)[nH]c1=O	90	93	70	54	57	94	76	114	98

4 compounds already listed, sorted by formula weight, smallest number first.
SMILES	SN12C	ACHN	786-0	CAKI-1	UO-31	A498	TK-10	RXF 393	DU-145
CCOC(=O)/C=c1\sc2n(c1=O)C1C(NN=2)N(C)C(=O)N1C (stereo not given)	102	102	94	.	86	88	91	.	107
Cc1ccc(S(=O)(=O)Nc2ccc3c(c2)C(=O)c2ccccc2-3)cc1	90	100	103	90	79	.	117	103	105
COCC1OC(OC2(COC)OC(COC)C(OC)C2OC)C(OC)C(OC)C1OC (stereo not given)	98	96	.	120	.	95	104	106	115
COc1ccc(C2CC(c3cccc(Nc4ccnc5cc(Cl)ccc45)c3)=NN2c2ccc(Cl)cc2)cc1 (stereo not given)	90	50	74	1.9*	50	50	94	105	79

Remaining list, next part.
SMILES	SN12C	ACHN	786-0	CAKI-1	UO-31	A498	TK-10	RXF 393	DU-145
C[C@H]1OCC2(CCN(c3cnc(C(=O)Nc4cc(F)cc5cccnc45)cn3)CC2)[C@H]1N	46	34	60	41	39	65	82	58	78
COc1cc2c3c(n(CCCNCC4CC4)c(=O)c2cc1OC)-c1cc2c(cc1C3=O)OCO2	45	-73*	-98*	-72*	50	69	73	44	-53*
CCOC(=O)c1nnn(-c2ccccc2)c1C1=CN(C)CCC1	106	100	97	98	82	101	97	120	103
OCC(S)CS (stereo not given)	89	92	110	96	71	99	114	100	98
CCCCCCOC(=O)N1CCCCC1CCC (stereo not given)	108	105	156	83	86	109	.	102	119
CC1=C2[C@@H](CC1)[C@]1(C)O[C@@](C(C)C)(C[C@H]1OC(=O)CO)[C@H]2OC(=O)C1CC1c1ccccc1 (stereo not given in full)	62	43	91	74	54	-20*	88	69	100
CN1CCN(CCCOc2cccc3nc(Nc4ccc(F)c(F)c4)ccc23)CC1	24	-31*	-12*	-29*	-54*	34	-4.1*	16	7.3*
O=C(c1ccccc1)C(Cl)c1ccccc1 (stereo not given)	84	68	87	95	76	70	94	99	95
CC(=O)Nc1ccc(S(=O)(=O)/N=C(/C)N)cc1	.	103	98	98	84	91	96	101	110
Cc1ccccc1NC(=O)CSC(N)=O	87	96	63	105	71	120	124	131	113
Cc1cc(N=C2NC(=O)CS2)n[nH]1	101	102	103	96	79	124	108	128	119
c1ccc2c(c1)OC1OC2Oc2ccccc21	99	101	100	113	90	117	98	97	113
O=S(O)(O)=S	100	105	105	.	88	.	92	118	105
CC(=O)OC1C[N+](C)(C)CCCC1(c1ccccc1)c1ccccc1 (stereo not given)	104	103	98	94	96	103	92	106	107
O=C(O)c1cn(C2CC2)c2cc(N3CCN(Cn4nc(-c5cccnc5)oc4=S)CC3)c(F)cc2c1=O	101	102	100	95	79	.	99	105	109
S=c1[nH]nc(CSc2ncnc3c2c(-c2ccccc2)cn3-c2ccc(Cl)cc2)o1	93	93	102	76	73	95	114	125	106
COc1ccc(CCNC(=O)C(=O)C(Cc2ccccc2)NC(=O)c2[nH]c3ccccc3c(=O)c2C)cc1 (stereo not given)	96	98	101	97	83	95	89	107	102
CSc1ccccc1C#Cc1ccccc1C#CCCCCN1CCCCC1=O	105	93	101	101	34	162	145	88	146
O=C(NC(=S)Nc1ccc(-c2nc3ccccc3o2)cc1)c1ccc2ccccc2c1	94	91	99	92	86	.	106	112	100
CC(C)C(C(=O)NCCN1CCOCC1)N1C(=O)/C(=C/c2ccc(Br)cc2)SC1=S (stereo not given)	94	101	.	98	85	97	121	125	108
CC1=CC(=O)C(C(C)=Nc2ccccc2Cl)C(=O)O1 (stereo not given)	105	98	114	.	96	86	126	.	110
N=C(N)c1ccc(-c2ccc(-c3ccc(C(=N)N)c(F)c3)s2)s1	76	93	97	98	86	.	103	103	94
CC(C)(C)c1nn(-c2ccccc2)c2c1C(=O)CSC(c1ccc3c(c1)OCO3)N2 (stereo not given)	91	107	89	81	75	113	103	114	104
C[C@H](c1nc2ccc(C(F)(F)F)cc2[nH]1)[C@H]1CC[C@H]2[C@@H]3CCC4=CC(=O)CC[C@]4(C)[C@H]3CC[C@]12C	89	89	83	50	63	79	125	75	87
Cc1ccc(NC(=O)CNc2cc(C(N)=O)cc(F)c2C)c(Cl)c1	77	89	93	63	50	39	102	36	87
SMILES	SN12C	ACHN	786-0	CAKI-1	UO-31	A498	TK-10	RXF 393	DU-145
C(=C1c2ccccc2-c2ccccc21)c1ccncc1	51	71	58	30	50	62	65	72	85
CC(C)COC(=O)c1ccc(NC(=O)CCCl)cc1	73	95	90	84	27	76	79	92	95
O=C(Nc1nnc(/C=C/c2ccccc2)s1)c1ccccc1	102	110	100	99	89	90	128	101	106
COc1ccc2cc(-c3nc(C)c(C(C)=O)c(-c4ccc(C)cc4)n3)ccc2c1	95	99	88	80	73	83	94	82	107
Cc1cccc2c(=O)c3c(sc12)c(N1CCNCC1)nc1ccccc13	70	46	78	55	37	.	86	72	67
COc1ccc(-c2nn(-c3cccc(Cl)c3)cc2C2CC(c3cccs3)=NN2)cc1 (stereo not given)	100	102	112	105	64	121	106	99	116
O=C1CCCN1CO	97	95	96	.	82	107	95	103	116
O=C1N(Cc2ccccc2Cl)c2ccccc2C12NN=C(c1ccccc1)S2 (stereo not given)	64	59	74	47	54	53	105	75	62
O=C1C(c2cccc3ccccc23)=C(c2c[nH]c3ccc(Br)cc23)C(=O)N1O	108	100	100	91	75	108	137	107	109
O=C1NC(=O)C2(N1)C(=O)c1cccc3cccc2c13 (stereo not given)	95	96	102	91	69	118	111	102	99
Cc1ccc(OCc2ccccc2)cc1	98	103	103	111	95	92	107	109	114
O=C(O)/C=C/c1ccccc1Cl	104&95	107&103	99&100	108&96	90&90	103&104	93&90	106&98	99&107
CC1=C(C)C[C@]2(C(=O)O[C@H]3CCCC[C@@H]32)[S@](=O)C1	102	120	102	.	91	.	90	112	107
COc1ccc2c(c1)c(-c1nc(-c3c[nH]c4ncccc34)cs1)cn2CCO	64	27	59	35	16	-0.5*	58	30	56
NC(=O)c1cc(-c2ccc3ncnc(N4CCc5cc(F)c(Cl)cc54)c3c2)cnc1N	23	23	13	20	22	-68*	.	-18*	14
COc1ccc2c(c1OC)C(=O)OC2CC(=O)c1ccc(O)cc1O (stereo not given)	115	93	103	103	96	107	105	.	112
CC(=O)C(C)CCc1ccccn1 (stereo not given)	108	104	103	104	91	98	99	116	111
CN1C2C=CC(=O)C1C1C(=O)N(c3ccccc3)C(=O)C12 (stereo not given)	60	64	94	28	54	106	79	59	37
COc1ccc(C)cc1NC(C)=O	98	107	93	.	96	114	96	106	106
O=C(C=Nc1cc2c(cc1Br)-c1ccccc1C2=O)c1ccc(Br)cc1	103	94	100	83	80	109	105	102	110
O=C(/C=C/c1c(-c2ccc(F)cc2)nc2sccn12)c1cc(F)cc(F)c1	100	105	108	79	73	.	129	114	102
CCCCCCC(NC(=O)c1ccccc1)C(=O)O (stereo not given)	108	105	104	122	109	110	101	121	113
O=C(O)c1ccc2c([N+](=O)[O-])cccc2n1	100	103	103	103	66	107	125	111	113
CCCCCCCCCCCCCCCCNC(=S)N/N=C/c1ccc(OC)c(OC)c1	112	.	111	.	88	110	108	126	102
Nc1ccc(S(=O)(=O)NC(CSSCC(NS(=O)(=O)c2ccc(N)cc2)C(=O)O)C(=O)O)cc1 (stereo not given)	97	108	99	100	87	100	95	114	96
SMILES	SN12C	ACHN	786-0	CAKI-1	UO-31	A498	TK-10	RXF 393	DU-145
COC(=O)C[C@@H]1CC=CC(=O)/C1=C(O)/C=C/c1ccccc1	-42*	-83*	-77*	-83*	-81*	.	-24*	-84*	-28*
COc1cc2oc(-c3cccc(NC(=O)[C@@H](NC(=O)OC(C)(C)C)C(C)C)c3)cc(=O)c2c(OC)c1OC	96	85	94	78	62	86	100	92	96
CC1[C@H]2[C@H](C[C@H]3[C@@H]4CC=C5c6sc(Nc7ccc(F)cn7)nc6CC[C@]5(C)[C@H]4CC[C@@]32C)O[C@]12CC[C@@H](C)CO2 (stereo not given in full)	86	97	112	100	83	124	148	133	95
N=C(N)c1ccc(S(N)(=O)=O)cc1	94	108	91	92	73	92	97	67	104
O=CNc1ccc(Oc2ccc(NC=O)cc2)cc1	95	96	100	100	76	82	96	97	110
O=c1n(Cc2ccc3ccccc3c2)ccn1Cc1ccc2ccccc2c1	91	74	96	90	87	105	83	96	100
CCOC(=O)C(C(C)=O)c1nc2sc3cc(Cl)c(Cl)cc3n2c(=O)c1C#N (stereo not given)	99	101	114	96	58	142	145	179	109
NNCCc1ccc(NC(=O)CCCc2ccccc2)cc1	98	106	97	99	86	91	101	113	104
COc1cccc(/C=N\NC(=O)CCCC(=O)N/N=C/c2cccc(OC)c2)c1	94	102	108	102	82	99	133	114	112
COc1ccccc1/C=N/NC(=O)COc1ccc(NC(=O)Nc2ccc(Cl)cc2)cc1	100	103	106	92	90	96	98	101	116
COc1ccc(C(=O)COc2cccc(/C=C3\CSc4ccc(Cl)cc4C3=O)c2)cc1	90	90	97	70	13	94	118	.	.
C[C@@]1(C(N)=O)CC2C=CC1C2 (stereo not given in full)	108	119	104	.	132	131	117	119	129
NC(=S)N/N=C/c1ccc([N+](=O)[O-])cc1	103&108	111&119	96&106	100&109	94&86	67&99	109	110&114	98&105
CCCCCCCC/C=C\CCCCCCCCOc1ccccc1CC(=O)NCC[N+](C)(C)C	68	68	50	51	80	100	9.4*	17	80
CC(C)(Oc1ccc(C2CC2(Cl)Cl)cc1)C(=O)NCc1ccccc1 (stereo not given)	94	91	87	82	68	86	80	.	92
O=C(O)C1=C(C2CCCCC2)C(=O)c2ccccc21	99	114	115	108	101	90	126	132	111
N#CCc1c[nH]c2ccc([N+](=O)[O-])cc12	107	97	110	103	94	79	104	118	107

One compound at a time, from the list above. Order of values: SN12C	ACHN	786-0	CAKI-1	UO-31	A498	TK-10	RXF 393	DU-145
Cc1ccc(S(=O)(=O)Nc2ccc3c(c2)C(=O)c2ccccc2-3)cc1 is entered as 90	100	103	90	79	.	117	103	105
Cc1cc(N=C2NC(=O)CS2)n[nH]1 is entered as 101	102	103	96	79	124	108	128	119
CSc1ccccc1C#Cc1ccccc1C#CCCCCN1CCCCC1=O is entered as 105	93	101	101	34	162	145	88	146
C[C@H](c1nc2ccc(C(F)(F)F)cc2[nH]1)[C@H]1CC[C@H]2[C@@H]3CCC4=CC(=O)CC[C@]4(C)[C@H]3CC[C@]12C is entered as 89	89	83	50	63	79	125	75	87
CN(C)Cc1c(-c2ccccc2)oc(-c2ccccc2)c1Cl is entered as 97	104	100	87	78	93	129	113	113
